From PubChem
MEKK2wt PB1 HTS: raises or lowers MEK5 binding to wildtype human MEKK2 PB1 domain; Q9Y2U5; bead flow cytometry, Alexa488-MEK5 binding to MEKK2 WT; actives lie on both sides; binding response (% of control), % at 10 µM; 290,000 tested, 1.1% active; in the data active = binding response below about 67% or above about 130%
NALP1 inh: NALP1 inhibition; inhibition, % at 10 µM; AID 2071; S. cerevisiae NALP1/ASC/caspase-1 growth, X-gal OD620, 72 h; 280,000 tested, 0.61% active; in the data active = inhibition mostly above about 24%, no sharp cut-off; inactive = mostly below about 32%; also: some compounds called inactive have numbers as strong as hits
V1R ag counter: activates human V1a receptor in oxytocin agonist counter-screen; P37288; CHO-V1R cells, Fluo-8 calcium fluorescence, agonist mode; 0% DMSO, 100% 3 nM vasopressin; activation, % at 3 µM; 320,000 tested, 0.25% active; AID 2797;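 active = activation above the mean activation of all tested compounds plus 3 SD, per screening run, cut at about 20% in these data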;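 also: signal is peak over basal fluorescence ratio across a 100 second FLIPR read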
Target sequence (P37288 whole entry, looked up): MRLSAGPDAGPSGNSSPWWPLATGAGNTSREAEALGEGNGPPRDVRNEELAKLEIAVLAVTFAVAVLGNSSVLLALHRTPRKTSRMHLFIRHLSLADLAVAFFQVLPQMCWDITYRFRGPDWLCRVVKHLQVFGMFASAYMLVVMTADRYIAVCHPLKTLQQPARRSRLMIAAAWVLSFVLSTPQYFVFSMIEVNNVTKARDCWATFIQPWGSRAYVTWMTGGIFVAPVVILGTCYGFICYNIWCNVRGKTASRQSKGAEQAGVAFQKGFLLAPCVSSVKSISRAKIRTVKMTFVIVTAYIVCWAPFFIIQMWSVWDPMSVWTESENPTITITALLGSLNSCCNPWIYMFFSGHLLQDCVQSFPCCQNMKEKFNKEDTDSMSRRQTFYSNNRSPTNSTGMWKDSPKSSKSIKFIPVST
OXTR potentiate: potentiators of human oxytocin receptor. 320,000 tested, 0.061% active. AID 2445. CHO-OTR cells, Fluo-8 calcium fluorescence, potentiator mode; 0% = oxytocin EC15, 100% = EC100. activation, % at 3 µM;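 active = activation above that plate's cutoff, the mean activation of tested compounds plus 3 SD, cut at about 6.6% in these data, passing the limit was not always enough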;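 also: 100% uses oxytocin at 75 nM as the full agonist control; some results filed as inactive read as strong as hits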
Target sequence (P30559 whole entry, looked up): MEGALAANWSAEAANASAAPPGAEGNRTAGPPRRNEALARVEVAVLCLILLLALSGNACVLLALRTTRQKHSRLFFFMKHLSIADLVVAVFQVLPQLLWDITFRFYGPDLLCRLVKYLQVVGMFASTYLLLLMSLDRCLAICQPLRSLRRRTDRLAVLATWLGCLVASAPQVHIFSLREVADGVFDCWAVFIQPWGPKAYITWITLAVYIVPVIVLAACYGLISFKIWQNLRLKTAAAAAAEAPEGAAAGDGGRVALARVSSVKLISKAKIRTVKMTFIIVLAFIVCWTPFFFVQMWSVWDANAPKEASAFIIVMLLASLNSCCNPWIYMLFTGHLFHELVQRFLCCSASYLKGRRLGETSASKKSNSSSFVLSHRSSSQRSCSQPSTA
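Assay system: CHO cell line stably expressing human OTR | Also added: Oxytocin at about EC15, sub-maximal agonist stimulus | Times: Compound 6 min at room temperature before oxytocin, 100 s read | Measured by: Fluo-8 intracellular calcium fluorescence, ex 470-495, em 515-575 nm | Controls: EC15 oxytocin alone as 0%, 75 nM oxytocin as 100%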
GalR3 antag: antagonists of human GalR3; O60755; HEK293 GalR3-CNG cAMP membrane potential fluorescence; galR3 body fused to GalR1 C-terminus; inhibition, % at 3 µM; 360,000 tested, 0.44% active; AID 651719;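 active = inhibition above the screen-wide average plus 3 SD, cut at about 13% in these data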;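 also: forskolin and galanin both at EC90 stimulate the cells; cAMP rise reported by CNG channel membrane potential dye signal; 0% = forskolin plus galanin with DMSO and 100% = forskolin alone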
GPR7 antagonist: human neuropeptides B/W receptor 1 antagonism. inhibition, % at 4.4 µM. AID 1861. GPR7-expressing cells, fluorescence antagonist assay. 290,000 tested, 1.1% active; in the data active = inhibition above about 16%, passing the limit was not always enough;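 also: cells stimulated with the agonist NPW; 0% = agonist with vehicle and 100% = vehicle without agonist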
M18AAP inhibitor: blocks P. falciparum M18 aspartyl aminopeptidase | recombinant PfM18AAP, H-Glu-NHMec fluorogenic cleavage | inhibition, % at 7.35 µM | 290,000 tested, 1.2% active;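 active = inhibition above the campaign mean inhibition over all tested compounds plus 3 SD, cut at about 28% in these data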;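 also: 0% = plate median of test compound wells and 100% = 2 mM ZnCl2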
MEKK2 mut-MEK5: signal of MEK5 binding to mutant human MEKK2 PB1 domain; 290,000 tested, 0.35% active; bead flow cytometry, Alexa488-MEK5 binding to MEKK2 mutant; AID 1530; percent response, % at 10 µM; in the data active = percent response above about 24%, passing the limit was not always enough; also: inactives centre near 1; some results filed as inactive read as strong as hits
OXTR ag: activates the human oxytocin receptor; 320,000 tested, 0.32% active; P30559; activation, % at 3 µM; CHO-OTR cells, Fluo-8 calcium fluorescence; normalized: DMSO 0%, oxytocin 100%; AID 2435;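 active = activation above the mean of all tested compounds plus 3 SD, cutoff set per screening run, cut at about 20% in these data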;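 also: peak over basal fluorescence ratio from a 100 s FLIPR kinetic read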
Numbers without * were called inactive; x = not tested or not shown. The order is random; any-hit rate near 4.1%.

Results follow in this order: MEKK2wt PB1 HTS	NALP1 inh	V1R ag counter	OXTR potentiate	GalR3 antag	GPR7 antagonist	M18AAP inhibitor	MEKK2 mut-MEK5	OXTR ag
CCOC(=O)c1c(CSc2nc(C)cc(C)c2C#N)n(C)c2cc(Br)c(OC(C)=O)cc12
  96	10	1.2	-7	3	-8	-3	1	0.3
CCOc1ccc(CC(=O)OCn2nnc3ccccc3c2=O)cc1
  103	-12	0.1	-9	-2	-6	1	-2	-0.8
COc1ncnc2c1NC(=O)CS2
  104	13	1.7	8	5	5	-2	7	1.1
COC(=O)CN1CC(=O)N(c2ccccc2)C1=S
  106	20	0.3	-5	-3	-7	4	1	1.3
CS(=O)(=O)N1CCC(C(=O)N2CCc3ccccc3C2)CC1
  103	3	0.6	-5	1	-6	-8	5	1.2
O=C(O)CCC(=O)NNc1nc2ccccc2nc1-c1ccccc1
  95	3	9.7	-6	-6	-2	-4	-3	0.8
N#Cc1c(NC(=O)c2cc(-n3cnnc3)ccc2Cl)sc2c1CCCC2
  112	37	5.3	-19	-2	-12	5	10	7.3
COc1cc(OC)cc(C(=O)NNC(=O)C2CCCC2)c1
  93	-5	-0.6	-11	-2	0	5	-3	-0.6
CC(C)Nc1nc2n(c(=O)n1)CCN2C(C)C
  94	19	-0.1	-1	-3	-13	-4	-2	-1.8
COc1ccc(S(=O)(=O)n2cccc2)cc1
  x	x	0.5	1	0	x	x	x	-1.1
O=C(Nc1cnn(Cc2ccc(F)cc2)c1)c1cnccn1
  107	11	0.7	-4	-2	17*	-5	6	0.0
COc1ccccc1NC(=O)N1CCC(c2nnc(SCC(N)=O)n2C)CC1
  108	8	-0.2	-10	-3	12	11	1	-0.9
CCc1ccc(OCC(=O)N2c3ccccc3CCc3ccccc32)cc1
  100	39	0.0	-11	-6	-14	4	2	-1.1
O=S1(=O)CCN(Cc2ccc(Cl)cc2)CC1
  100	22	0.5	1	5	-7	2	-11	1.1
Cc1ccc(S(=O)(=O)C2(C(=O)N(C)C3CCCCC3)CC2)cc1
  111	14	-0.7	-6	x	4	-15	5	-1.0
CC(C)NC(=O)c1ccc(N2CCOCC2)nc1
  103	8	0.6	-4	-4	-6	-5	7	0.3
Cc1ccc(C(=O)NCCc2cc3ccc(C)c(C)c3[nH]c2=O)cc1[N+](=O)[O-]
  94	32	-0.8	-2	0	-7	-1	-1	-2.0
Cc1cc(Br)c(S(=O)(=O)n2nnc3ccccc32)cc1C
  97	26	-0.2	1	-5	-10	2	-4	0.9
COc1ccc(CCNC(=O)c2ccc3c(c2)OCO3)cc1
  102	13	4.0	-10	-9	3	-4	-2	2.5
Cc1ccc(/C=C/C(=O)Nc2nn[nH]n2)o1
  102	17	-0.5	-2	-6	5	51*	-1	-0.5

Copied from the entries so far, 4 compounds:
Results follow in this order: MEKK2wt PB1 HTS	NALP1 inh	V1R ag counter	OXTR potentiate	GalR3 antag	GPR7 antagonist	M18AAP inhibitor	MEKK2 mut-MEK5	OXTR ag
CCOC(=O)c1c(CSc2nc(C)cc(C)c2C#N)n(C)c2cc(Br)c(OC(C)=O)cc12
  96	10	1.2	-7	3	-8	-3	1	0.3
CCOc1ccc(CC(=O)OCn2nnc3ccccc3c2=O)cc1
  103	-12	0.1	-9	-2	-6	1	-2	-0.8
COc1ncnc2c1NC(=O)CS2
  104	13	1.7	8	5	5	-2	7	1.1
COC(=O)CN1CC(=O)N(c2ccccc2)C1=S
  106	20	0.3	-5	-3	-7	4	1	1.3

(list continues)
Results follow in this order: MEKK2wt PB1 HTS	NALP1 inh	V1R ag counter	OXTR potentiate	GalR3 antag	GPR7 antagonist	M18AAP inhibitor	MEKK2 mut-MEK5	OXTR ag
CCc1nc(Nc2ccc(OC)c(OC)c2)c2nnn(Cc3ccccc3Cl)c2n1
  108	1	1.1	-6	1	-14	0	8	1.0
COc1ccc(NC(=O)CSC2=NN3CCCC(=O)N=C3S2)c(OC)c1
  100	10	1.5	-5	-8	1	1	1	1.6
Cc1ccc(S(=O)(=O)NC(=O)Nc2ncc3c(n2)CC(c2ccco2)CC3=O)cc1 (configuration not stated)
  107	3	1.2	-2	-6	-5	-2	2	0.4
Cn1c(C(=O)NCC2CCCO2)cc2oc3ccccc3c21 (configuration not stated)
  82	6	-0.3	0	-4	6	4	-8	-0.4
CCOC(=O)COc1cnc2ccccc2n1
  64	3	0.8	-9	-5	-3	4	-12	0.1
CCCCNC(=O)C1(NC(=O)Nc2ccc(C)cc2)CCCCC1
  107	11	0.4	-6	10	-9	-5	2	-1.1
O=C(CCNC(=O)c1ccccc1Cl)NCC12CC3CC(CC(C3)C1)C2
  99	24	0.2	0	-3	-3	-2	13	-0.5
CC(=O)c1cnc2cc(C)nn2c1C
  102	-2	-0.2	-4	2	-13	3	9	-0.3
Cc1cc(=O)nc2c3ccccc3n(CC(=O)Nc3ccccc3Br)n12
  98	9	-0.3	0	-5	8	4	8	1.2
CC(C)CSc1ccc(S(=O)(=O)NCC(=O)O)cc1[N+](=O)[O-]
  103	-10	x	x	-6	-4	3	2	x
COc1ccccc1NC(=O)CN1CCN(CC(=O)Nc2ccc(S(N)(=O)=O)cc2)CC1
  105	-4	0.1	2	-3	13	0	3	0.1
CCOC(=O)C1(CCOc2ccccc2)CCN(Cc2cc(OC)ccc2OC)CC1
  107	8	5.2	1	-13	9	4	2	1.5
c1ccc2nc(-c3nc4ccccc4o3)ccc2c1
  99	18	-0.8	-2	3	-3	3	4	-1.8
C[C@H](CO)N1C[C@H](C)[C@@H](CN(C)C(=O)NC2CCCCC2)Oc2c(cccc2N(C)C)C1=O
  x	x	0.9	-1	-5	x	x	x	0.5
O=C(c1cc2nc(-c3ccc(F)cc3)cc(C(F)(F)F)n2n1)N1CCCC1
  100	2	x	x	x	-8	-1	3	x
CCO[C@@H]1OC(C(=O)NC2CC2)=C[C@H](c2coc3ccccc3c2=O)[C@H]1CCCO
  106	x	0.6	-10	4	x	x	4	-0.2
Cc1cccc(OCCCC(=O)NCC(=O)Nc2cccc(C)c2C)c1
  98	-2	-0.9	-2	-6	-8	-2	-2	-1.3
O=C(NCCC1=CCCCC1)c1cc(S(=O)(=O)N2CCOCC2)ccc1F
  x	x	-0.5	-7	0	x	x	x	-1.2
COC(=O)c1cc2sccc2n1CC(=O)Nc1ccc(OC)c(OC)c1OC
  99	12	1.8	0	-8	2	-8	-3	-0.3
O=C(Nc1ccc(-c2nnn(CC(=O)N3CCN(C(=O)c4ccco4)CC3)n2)cc1)c1ccc(F)cc1
  94	3	0.1	6	0	2	-1	-2	0.8

Three compounds already listed, arranged by SMILES length, falling.
Results follow in this order: MEKK2wt PB1 HTS	NALP1 inh	V1R ag counter	OXTR potentiate	GalR3 antag	GPR7 antagonist	M18AAP inhibitor	MEKK2 mut-MEK5	OXTR ag
CCOC(=O)C1(CCOc2ccccc2)CCN(Cc2cc(OC)ccc2OC)CC1
  107	8	5.2	1	-13	9	4	2	1.5
COC(=O)c1cc2sccc2n1CC(=O)Nc1ccc(OC)c(OC)c1OC
  99	12	1.8	0	-8	2	-8	-3	-0.3
c1ccc2nc(-c3nc4ccccc4o3)ccc2c1
  99	18	-0.8	-2	3	-3	3	4	-1.8

Continuation:
Results follow in this order: MEKK2wt PB1 HTS	NALP1 inh	V1R ag counter	OXTR potentiate	GalR3 antag	GPR7 antagonist	M18AAP inhibitor	MEKK2 mut-MEK5	OXTR ag
COc1ccc(NC(=O)Cn2c(CCC(=O)O)ccc2-c2ccc(C)cc2)cc1
  83	-36	-0.1	-4	-3	-6	8	-7	-1.3
CC(C)NC(=O)COC(=O)c1cccc(NS(=O)(=O)/C=C/c2ccccc2)c1
  96	14	3.5	-7	-4	8	4	-1	1.8
O=C(N/N=C/C=C/c1ccc(Br)cc1)C(O)c1ccccc1 (configuration not stated)
  105	25	1.4	-7	-1	-1	-8	0	-0.6
CCN1CCN(c2ccc(NC(=O)c3cccc(OCc4ccccc4)c3)cc2)CC1
  171*	45	3.8	-7	-7	7	5	34	6.1
Oc1cc(O)c2c(c1)OC(c1ccc(O)c(O)c1)C(O)C2 (configuration not stated)
  x	x	0.2	-7	0	x	x	x	0.0
Cc1ccc(NC(=O)/C(=C\c2ccccc2)NC(=O)/C=C/c2ccccc2)cc1
  96	-10	0.1	0	-5	1	-1	4	1.2
CCOc1ccccc1NC(=O)C(CC(C)C)NC(=O)C1CCCCC1 (configuration not stated)
  104	2	-1.7	-3	-5	1	-15	2	-3.2
CCN(CC)S(=O)(=O)c1ccc2c(c1)nc(CCC(=O)OCC(=O)Nc1cc(Cl)cc(Cl)c1)n2C
  112	4	2.1	-9	-2	-3	-7	0	1.7
C=CCc1cc(OC)ccc1OCCOCCN1CCc2ccccc2C1
  93	16	0.3	-7	6	-7	-10	-9	0.6
N#C/C(=C\c1ccc(O)c(O)c1)C(=O)Nc1cccc2ncccc12
  89	2	0.4	-9	6	-14	63*	-2	1.2
CC1CN(CC(O)COc2ccc(C(C)C)cc2)CC(C)O1 (configuration not stated)
  110	7	1.4	-3	-5	-7	-13	4	2.1
CC(=O)c1c(-c2ccccc2)c2cc(Cl)ccc2n(C)c1=O
  107	-3	-0.2	-8	-9	-12	1	2	-2.4
N#CCn1nnc(-c2ccc3c(c2)OCO3)n1
  97	29	0.6	-1	-8	0	1	-2	-0.2
O=c1[nH]n(CC2COC3(CCCCC3)O2)c(=O)c2ccccc12 (configuration not stated)
  101	13	0.7	0	6	2	-7	3	-0.2
O=C(c1cccn(Cc2ccc(C(F)(F)F)cc2)c1=O)N1CCOCC1
  98	11	-0.3	-7	-5	-21	-1	-6	0.0
COc1ccc(NC(=O)C/C(C)=N/NC(=O)C(=O)NC(C)C)c(OC)c1
  94	-1	0.1	0	-3	-3	-12	0	-1.1
C=CCn1c(SCC(=O)NC23CC4CC(CC(C4)C2)C3)nc2cc(C(=O)O)ccc2c1=O
  97	-2	0.5	-3	-4	-7	-2	-2	0.2
COc1ccc(C(C(=O)NCC2CCCO2)N(Cc2ccccc2)C(=O)CNC(=O)c2ccco2)cc1OC (configuration not stated)
  96	1	0.0	-3	-8	-7	-4	-5	0.7
Cc1cc2ccccc2cc1CN1CCCCC1
  112	6	1.1	-1	-4	-9	-1	13	0.2
COc1ccc2sc(-c3ccc(S(C)(=O)=O)cc3)c(-c3ccc4c(c3)OCCO4)c2c1
  x	x	1.6	0	-4	x	x	x	0.6
COc1ccc(CCN=C(N)NS(=O)(=O)c2ccc(C)c(C)c2)cc1
  94	3	0.5	-8	-2	-2	3	-10	-0.4
O=C(CCc1nc(-c2ccc(Cl)cc2)no1)OCc1ccc(Br)cc1
  104	x	2.6	-15	4	0	-1	2	0.7
Cc1cc2nc3c(c(C(F)(F)F)n2n1)CCCC3
  118	-2	0.3	-12	-5	-8	-12	13	0.3
O=C(NCc1ccccc1)C(c1ccncc1)N(C(=O)c1csnn1)c1cccc(F)c1 (configuration not stated)
  107	11	0.1	1	-8	-7	0	6	-1.0
